Cneo AK release – Cryptococcus neoformans lysis via adenylate kinase release | AID 651654 | lysis activity, % at 15 µM | C. neoformans lysis, adenylate kinase release luminescence, 4 h; normalised: neutral wells 0, clomiphene wells 100 | 360,000 compounds, 0.2% hits;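 active means mean lysis activity across replicates of at least 80%, whatever share of replicates individually reach that level; inactive means mean lysis activity below 80%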
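Material – Cryptococcus neoformans yeast cells · Quantity – 5 × 10^6 yeast cells/mL · Buffer or medium – YPD medium · Compound – single dose · Timing – 4 h static compound exposure, 37 °C, read 1 h post-reagent · Signal – adenylate kinase release luminescence · Read-out basis – lysis from increased AK signal · Benchmarks – Clomiphene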
PGC1a acetyl inh – modulators of PGC1a acetylation; AID 651687; U2OS PGC1a acetylation, AlphaScreen anti-acetyl-lysine; with virally co-expressed GCN5 acetyltransferase; inhibition, % at 15.6 µM; 350,000 compounds, 0.17% hits;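 active means every replicate shows inhibition of at least 40%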;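 further: 0% = neutral control wells and 100% = positive control wells; some results beyond the cut were filed as inactive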
Statin myotox sup – suppression of simvastatin myotoxicity; C2C12 myotubes + simvastatin, ATP luminescence, 48 h; scaled: DMSO 0, geranylgeraniol control 100; rescue of ATP level, % at 7.49 µM; 330,000 compounds, 0.78% hits; AID 602340;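 active means mean ATP rescue above about 67%, or every replicate alone reaching that limit, limit read from the data, passing the limit was not always enough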;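 further: myotubes were challenged with 10 µM simvastatin during compound exposure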
PAX8 reporter – PAX8 transcriptional activity inhibition; RMG-I TPO-luciferase reporter, SteadyGlo, 24 h; inhibition, % at 12.6 µM; 360,000 compounds, 1.2% hits;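 active means mean replicate inhibition at least 60% with every replicate also reaching 60%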;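 further: luciferase light reporting Pax8 driven TPO promoter activity; plate controls were median of neutral control wells for no effect and mitoxantrone controls for full effect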
ARNT-TACC3 inh – ARNT/TACC3 interaction disruption. AID 623870. 390,000 compounds, 0.66% hits. AlphaScreen His-ARNT PAS-B/GST-TACC3 binding, luminescence; TACC3 fragment carries E629A point mutation. inhibition, % at 9.99 µM;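 active means mean inhibition of replicates at least 50% and at least half of replicates each reaching 50%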;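 further: 0% = complete ARNT plus TACC3 wells and 100% = ARNT alone without TACC3; many hits fall short of the cut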
PglD DTNB – inhibitors of Campylobacter jejuni PglD acetyltransferase | purified PglD enzyme, DTNB colorimetric CoA detection | inhibition, % at 12.5 µM | 360,000 compounds, 0.098% hits; in the data active means inhibition above about 16%, passing the limit was not always enough; further: strong numbers were not always called active
INS-1E GSIS act – GLuc luminescence reporter in INS-1E cells, primary screen for activators of glucose-dependent secretion of insulin; INS-1E GLuc reporter insulin secretion, 2-3 h; activation, % at 16.6 µM; 370,000 compounds, 0.61% hits;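 active means lowest replicate activation of at least 40%, so every replicate reaches that level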;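 further: 0% = median of neutral control wells and 100% = median of IBMX positive control wells; some compounds called inactive have numbers as strong as hits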
LGR2 antag – inhibitors of bursicon-induced Drosophila LGR2 receptor cAMP signaling | HEK293 LGR2, CRE-luciferase, bursicon-stimulated, 4 h | inhibition, % at 9.99 µM | 380,000 compounds, 0.35% hits;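 active means drop in luminescence signal, shown as inhibition above about 50% in the replicate tests, limit read from the data, passing the limit was not always enough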;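 further: agonist challenge used bursicon conditioned medium at about half maximal strength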
* hit, by the source's call; . = no result given; & = joins results of further samples.

Order of results: Cneo AK release, PGC1a acetyl inh, Statin myotox sup, PAX8 reporter, ARNT-TACC3 inh, PglD DTNB, INS-1E GSIS act, LGR2 antag
CC(=O)Nc1ccc(S(=O)(=O)N2CCN(C(C)CCc3ccccc3)CC2)cc1 (stereo not drawn)
    -1.3, -11.5, -35.8, ., -8.5, -2.3, ., .
C[C@H]1CN([C@@H](C)CO)C(=O)Cc2cc(NC(=O)Nc3ccc4c(c3)OCO4)ccc2O[C@@H]1CN(C)CC1CC1
    6.7, ., 10.5, -13.4, -1.1, 1.5, -7.5, -0.4
C[C@H](CO)N1C[C@H](C)[C@@H](CN(C)Cc2ccccc2)Oc2ccc(NC(=O)Nc3ccc(F)cc3)cc2CC1=O
    -2.5, -13.4, -8.0, 16.9, 2.5, 0.3, -17.8, -1.7
COc1ccc(NC(=O)c2cc(=O)[nH]c(=O)[nH]2)cc1S(=O)(=O)Nc1ccccc1Cl
    3.5, 8.7, -11.9, 13.2, -4.6, 0.8, 5.1, -18.0
Cn1cnnc1SCC(=O)c1ccc(OC(F)F)cc1
    -1.3, -9.6, 20.5, ., -8.0, -2.1, -37.1, 7.5
Cc1noc(C)c1NC(=O)N(C)C[C@H]1OCCCC[C@@H](C)Oc2ccc(NS(=O)(=O)c3cn(C)cn3)cc2C(=O)N([C@@H](C)CO)C[C@H]1C
    1.4, 1.5, 6.1, -2.3, -3.8, 2.0, 8.5, 4.8
Cc1oc(-c2cccc(C(F)(F)F)c2)nc1CN1CCOCC1
    0.2, 6.2, -19.6, 23.1, -39.2, -2.9, -3.5, 0.6
CCCc1nnc(NC(=S)Nc2ccccc2)s1
    ., 7.0, ., -150.6, -9.1, ., -4.4, -55.2
O=C1CC2CCCN2C=C1I (stereo not drawn)
    2.3, -4.6, 11.1, -16.6, 10.5, -0.1, 1.3, -4.4
CC1(C(=O)O)CCC(C(=O)Nc2ccc(OC(F)(F)Cl)cc2)C1(C)C (stereo not drawn)
    3.2, -0.3, 7.1, 5.0, -11.0, -0.4, 4.5, 3.1
Cc1c(CCOC(=O)CC23CC4CC(CC(C4)C2)C3)sc[n+]1CC(=O)c1ccccc1
    ., ., ., 7.7, 11.2, ., 4.6, 47.1
Cc1c(Cc2ccccc2)c(=O)oc2cc(OC(=O)c3ccccc3)ccc12
    -0.3, 7.0, 5.0, 14.6, 3.8, 5.4, ., .
Cn1c(=O)[nH]c(=O)c2c1nc(Br)n2Cc1ccccc1F
    -0.1, -1.7, 4.5, ., -3.5, -0.9, ., .
COc1ccc(C(C)NC(=O)C2CCCO2)cc1OC (stereo not drawn)
    1.1, 5.3, 11.0, ., -4.2, 2.1, 32.5, -11.6
COc1ccc(NS(=O)(=O)c2ccc(NC(=O)C3CCCO3)cc2)cc1 (stereo not drawn)
    2.0, -6.3, 9.9, -3.6, -6.4, 2.3, ., .
Fc1ccc(NC(=S)NCCc2ccccc2)c(F)c1F
    ., ., -15.0, ., -6.0, ., -32.9, -9.5
C[C@@H]1CN([C@H](C)CO)C(=O)c2cccc(NS(=O)(=O)c3cccs3)c2O[C@@H]1CN(C)Cc1ccc(C(=O)O)cc1
    -0.4, 15.2, 11.5, ., ., 11.8, 17.4, -4.9
Cn1c(/C=C(\C#N)C(N)=S)ccc1-c1ccc(Br)cc1
    ., ., ., -12.8, -4.4, ., -5.1, -56.2
O=C(C[C@H]1C[C@H]2c3cc(NC(=O)C4CCC4)ccc3O[C@H]2[C@H](CO)O1)NCc1ccc(Cl)cc1
    5.3, -8.3, 1.4, 4.5, -3.5, -2.1, 4.2, 7.5
CCN(Cc1ccccc1)C(=O)COC(=O)c1n[nH]c2ccccc12
    0.0, -3.4, ., ., -9.4, -1.6, ., .
CCN(CC)CCN(C(=O)c1cc(Cl)sc1Cl)c1nc2cc3c(cc2s1)OCO3
    -0.8, ., 0.6, -6.2, 2.4, -1.8, -20.0, -5.6
CN(CCOc1ccccc1)CC(=O)Nc1ccc(Cl)cc1[N+](=O)[O-]
    3.1, -2.4, 7.8, -1.0, 4.1, 0.0, 0.4, 3.7
C=CCNC(=O)/C(C#N)=C\c1cc(Cl)c(O)c(OCC)c1
    1.6, 6.9, -4.6, -1.2, -0.1, 0.7, 7.0, 3.4
COc1cccc(-c2ccc3n(c2=O)C[C@@H]2[C@@H](CO)[C@H](C(=O)NCC4CC4)N(C(C)=O)[C@H]32)c1
    -4.1, ., -4.9, ., -0.3, 2.4, -0.3, -4.1
O=C(c1ccc(F)cc1Cl)N(Cc1ccco1)C1CCS(=O)(=O)C1 (stereo not drawn)
    -0.7, 2.7, 3.5, -2.7, -0.1, -1.8, 15.1, -11.5
COc1cccc(CN(C)C[C@@H]2OCc3cnnn3CCCC(=O)N([C@@H](C)CO)C[C@H]2C)c1
    1.2&0.1&-3.5, 13.4&4.1&-4.0, -8.6&-10.2&3.6, 1.2&9.8, -4.9&-1.2, 0.6&-1.0&0.1, 15.2&-2.9, -0.7&-0.9
CCOC1=C2CN(S(=O)(=O)c3ccc(C)cc3)[C@H](c3cccc(Cl)c3)C[C@@H]2N(S(=O)(=O)c2ccccc2[N+](=O)[O-])[C@H](c2ccccc2)C1
    7.1, -11.6, 1.7, 19.2, ., -1.0, ., 4.5
Cc1cccc(OCC(O)Cn2c(=N)n(Cc3ccccc3)c3ccccc32)c1 (stereo not drawn)
    -3.5, 0.9, ., -10.2, 2.3, 3.7, -45.7, -1.9
Cc1cc(-c2ccccc2C(=O)Nc2ccccc2O)on1
    ., ., ., 5.0, -0.4, ., -6.0, -3.1
O=C(Nc1ccccc1F)N[C@@H]1CC[C@@H](CCNS(=O)(=O)c2ccc(Cl)cc2)O[C@@H]1CO
    46.9, -15.4, 2.1, 13.1, 1.0, 3.1, -16.6, -9.3

New compounds follow:
Order of results: Cneo AK release, PGC1a acetyl inh, Statin myotox sup, PAX8 reporter, ARNT-TACC3 inh, PglD DTNB, INS-1E GSIS act, LGR2 antag
O=C(COCc1ccccc1)N[C@@H]1c2ccccc2CC[C@H]1OCc1ccccc1
    -2.9, ., 4.2, 3.1, -3.9, 0.4, -27.1, -0.8
N#Cc1c(N)n(CCOC(=O)c2ccc(Cl)cc2)c2nc3ccccc3nc12
    -4.6, -4.3, ., ., 1.2, 0.9, ., .
CCCOc1ccccc1OCC(=O)Nc1cc(Cl)ccc1-n1cncn1
    6.3, ., 9.7, 35.0, -1.1, 0.5, 6.4, -10.6
CCNC(=O)/C(C#N)=C/c1c(N2CCCCCC2)nc2ccccn2c1=O
    -1.6, 13.7, 3.1, 3.0, 0.3, -5.3, 20.9, 7.8
COc1ccc(NC(=O)C2CCCN(c3nccc(C)n3)C2)cc1 (stereo not drawn)
    ., -9.5, ., -4.0, 1.7, ., 7.2, 0.5
COc1ccc(-c2cc3nc4ccccc4n3c(N)c2C#N)cc1
    ., -13.4, ., -46.4, -1.4, ., 86.2*, -57.2
Cc1ccccc1-c1cnc2c(c1)C(=O)N([C@H](C)CO)C[C@@H](C)[C@@H](CN(C)C(=O)c1ccccc1)O2
    1.5, -7.3, -2.5, -18.0, 1.6, -0.7, 10.9, -9.0
C[C@@H]1CN([C@H](C)CO)C(=O)c2cc(C#Cc3ccc(F)cc3)cnc2O[C@@H]1CN(C)CC1CCOCC1
    4.7, 6.6, 0.1, ., -2.2, -0.8, 16.2, -15.3
Cc1ccc(S(=O)(=O)NCCSc2nnnn2-c2ccc(C(N)=O)cc2)cc1
    1.4, -4.2, -10.7, 1.0, -2.6, -1.7, 2.7, 14.7
Cc1ccnc(NC(=O)Nc2cccc(F)c2)c1
    -7.4, -1.0, 1.6, ., -0.6, -4.4, ., .
COc1cc(NC(=O)C2CC2)c(C(=O)O)cc1OC
    1.7, 0.7, 0.3, -9.0, -3.9, -2.4, ., .
CC1(C(=O)NS(=O)(=O)C2CC2)CCN(C(=O)c2ccc3c(c2)OCO3)C1 (stereo not drawn)
    0.1, ., 1.4, 4.0, ., -5.8, 5.3, 7.3
O=C(NCCc1ccco1)C(=O)NCC1CCCN1S(=O)(=O)c1ccccc1 (stereo not drawn)
    4.8, ., ., 2.9, -4.4, -1.6, 12.7, -6.2
COc1cccc(CN2CCC2(C)C(=O)Nc2cccc(Oc3ccccc3)c2)c1OC (stereo not drawn)
    -0.9, -9.7, -17.1, 31.6, ., 1.0, 10.0, 9.7
O=C(Nc1ccc(F)cc1)N[C@H]1CC[C@@H](CCn2cc(-c3ccc(F)cc3)nn2)O[C@@H]1CO
    0.1, -1.2, 2.1, 9.2, -6.2, 0.1, 10.9, 4.3
COc1cc(SC)ccc1C(=O)N1CCN(c2ccccc2OC)CC1
    -25.0, -45.5, -19.0, 16.7, -3.2, 1.8, 2.2, -4.6
COc1ccc2c3c([nH]c2c1)[C@H](CO)N(C(=O)C1CCC1)CC31CN(C(=O)NC(C)C)C1
    ., 4.1, ., -20.3, ., ., 1.9, -7.0
COc1ccc(C2(C(=O)Nc3ccccc3)CCOCC2)cc1
    ., ., ., -12.4, -4.7, ., 2.9, -8.8
CCOc1cc(C(C(=O)NCC2CCCO2)N(C(=O)Cn2nnc3ccccc32)c2ccc(C(C)=O)cc2)ccc1O (stereo not drawn)
    ., ., -2.7, -13.5, 1.1, ., -2.5, -3.6
COc1cc(OC)c2ccc(=O)oc2c1
    2.8, 6.2, 6.1, ., -7.8, 2.5, 33.7, -2.1
Cc1cc(C)n(C(=O)CNC(=O)c2ccc(C(C)(C)C)cc2)n1
    -2.4, -3.9, 5.0, -23.1, 5.3, -2.4, 1.1, -47.1
CN(C)CC(=O)N[C@@H]1CC[C@H](CCn2cc(C3CCCCC3)nn2)O[C@@H]1CO
    -2.1, -10.4, 0.0, 0.0, -8.0, 2.3, 0.5, 25.2
O=c1oc(-c2ccc(Br)o2)nc2ccccc12
    -1.5, 7.8, 7.0, ., 6.3, 4.3, -17.9, -13.2
Cc1ccsc1CN(C)C(=O)C1CCC(=O)N(CCc2cccc(F)c2)C1 (stereo not drawn)
    -3.1, -0.2, -2.7, -104.1, -3.3, -2.4, -10.3, -33.6
O=C(Nc1ccccc1F)c1cc(-c2ccco2)nc2ccccc12
    ., ., ., 3.4, 5.1, ., -11.7, 10.6
CN(C)c1nc(N(C)C)c2cnn(C)c2n1
    -1.2, ., 4.0, 9.5, 0.7, -0.4, ., -14.6
COC(=O)[C@H](CCSC)NC(=O)NCCc1ccc(F)cc1
    -0.7, -3.5, 9.9, ., -2.4, 4.4, ., .
CCc1c(O)nc(SCC(=O)NCc2ccco2)[nH]c1=O
    -2.7, 1.1, 4.2, ., 3.7, -2.9, ., .
Cc1ccc(-n2c(C)nn(-c3ncc(C(F)(F)F)cc3Cl)c2=O)cc1
    7.7, ., -17.1, ., -2.8, 1.8, ., .
Cn1nc(-c2ccc(Cl)cc2)c2cc(C(=O)NCCN3CCOCC3)sc21
    -3.8, -7.2, -2.0, 9.8, 29.1, 6.1, 2.8, 5.9
C[C@@H]1CN([C@@H](C)CO)C(=O)c2cc(NC(=O)Cc3ccccc3)ccc2O[C@@H](C)CCCCO[C@H]1CN(C)S(=O)(=O)c1cccs1
    -0.9, -13.8, ., -11.7, 7.1, -4.4, -5.7, -16.4
COc1ccc(C(=O)OCCN2C(=O)c3ccccc3C2=O)cc1OC
    ., 10.0, ., 4.5, -17.1, ., 18.9, -10.3
C#CCOCCOCCOCCNc1nc(N2CCN(C(=O)[C@H](CCCCN)n3cc([C@@H](N)C(C)CC)nn3)CC2)nc(N2CCN(C(=O)[C@H](Cc3cc4ccccc4[nH]3)n3cc([C@@H](N)CC(C)C)nn3)CC2)n1 (stereo partly drawn)
    5.9, ., 6.9, ., 34.5, 4.4, ., .

Screening results as filed in PubChem BioAssay.
